USP2a inhib = USP2a (human) protease inhibition; USP2a enzymatic assay, qHTS inhibition; 0.1% of 60,000 active; Potency, µM (titrated, usually from 38.3 µM), for the others: top-dose activity change, negative = inhibition, most hits filed as inhibitors; AID 927; O75604;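 further: potency means the concentration at half of the fitted maximal effect; nearly all actives have a fitted effect of over 60% in size; plate controls were DMSO for no effect and NEM full inhibition control for full effect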
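Coupled readout: USP2-cleaved Ub-PLA2 (20nM final) turns over NBD C6-HPC (20uM final), Ex 460nm/Em 535nm after 2.5 h, time-zero read flagging artifacts. Enzyme (20nM final, pH 8.0 Tris) given 30 min RT with compound first; NEM defines full inhibition.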
BRCT PPI red = disrupts BRCA1 BRCT binding to phosphoprotein, red fluorophore readout; P38398; BRCT-phosphopeptide binding, red fluorescence polarization; Potency, µM (top dose mostly 76.9 µM), for inactives: top-dose activity change, negative = inhibition, most hits filed as inhibitors; 0.03% of 75,000 active; AID 892; further: on the % scale 0 is the no-effect control and ±100 the full control effect
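Rhodamine-labelled pBACH1 10-mer (100 nM) bound to BRCT domain (100 nM) at pH 7.3; compounds incubated 12 min room temperature, polarization read. Free peptide defines full inhibition; unlabelled decapeptide titrated as control.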
ERK AVP block = inhibitors of vasopressin-stimulated ERK signaling pathway. HEK293-V1b, vasopressin-stimulated pERK AlphaScreen. Potency, µM (series often up to 57.5 µM), inactives show top-dose activity, negative = inhibition, usual class: inhibitors. 0.99% of 72,000 active. AID 995; further: potency means the concentration at half of the fitted maximal effect; on the % scale 0 is the no-effect control and ±100 the full control effect; nearly all actives have a fitted effect of over 55% in size
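V1b-HEK293 cells; cpd 30 min 37C; 25 nM vasopressin 5 min; lyse 10 min; AlphaScreen beads 5 hr RT. Normalized to DMSO basal and 25 nM vasopressin; AC50 by Hill fit.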
Luciferase inh = blocks Photinus pyralis firefly luciferase activity; P08659; purified firefly luciferase, luminescence, 8 min; Potency, µM (titrated, usually from 57.1 µM), for the others: at the highest dose activity change, negative = inhibition, usual class: inhibitors; 2.2% of 72,000 active; AID 411; further: potency means the concentration at half of the fitted maximal effect; on the % scale 0 is the no-effect control and ±100 the full control effect; nearly all actives have a fitted effect of over 40% in size
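Firefly luciferase (PKLight detection mix) with 10 uM ATP in pH 7.2 imidazole buffer (KCl, MgCl2, Tween 20, BSA). Compounds tested across a concentration series (qHTS). Luminescence read after 8 min at ambient temperature.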
CRE-bla Fsk = alters forskolin-stimulated CRE reporter signaling in CHO cells. CHO CRE-bla reporter (cAMP response element driving beta-lactamase), forskolin EC10, beta-lactamase ratio. Potency, µM (series often up to 38.2 µM), inactives show at the top dose activity change, negative = inhibition, actives largely listed as activators. 2.5% of 71,000 active; active means well fitted activation curve with a large enough effect in the signal ratio, with a control signal flat, not every such curve was filed as active; inconclusive means small, poorly fitted or top-dose-only effect, or effect the other way, or a change in a side signal; the % refers to the signal ratio; further: potency means the concentration at half of the fitted maximal effect; % of control where 0% means no effect
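CHO CRE-bla cells, overnight plating in Opti-MEM with 0.5% dialyzed FBS; cpd titration + EC10 NKH 477, 3 h 37 °C; CCF4 2 h RT; ex 405/em 460 vs 530 ratio → %Activity, AC50.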
A350 fluor = A350 region autofluorescence. Compound autofluorescence, 340/450 nm, Alexa 350 dye-equivalents; active compounds read high. max dye-equivalent concentration, M. 11% of 59,000 active; in the data active means max dye-equivalent concentration above about 10 nM; inconclusive means mostly about 1.1 nM to 9.6 nM
Caspase-7 inhib = allosteric or competitive inhibitors of human caspase-7. P55210. recombinant caspase-7, Ac-DEVD-AFC fluorescence rate. Potency, µM (doses to about 57.5 µM), inactives show top-dose activity change, negative = inhibition, usual class: inhibitors. 0.02% of 75,000 active; active means well fitted inhibition curve with a large enough effect in the main read-out, with a control signal flat, not every such curve was filed as active; inconclusive means small, poorly fitted or top-dose-only effect, or a change in a side signal; further: potency means the concentration at half of the fitted maximal effect; % of control where 0% means no effect
BRCT inh green = blocks human BRCA1 BRCT binding to phosphopeptide, green readout. BRCA1 BRCT-phosphopeptide binding, green fluorescence polarization. Potency, µM (titrated, usually from 76.9 µM), without a hit: top-dose activity change, negative = inhibition, hits mostly inhibitors. 0.05% of 75,000 active. AID 875;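 further: potency means the concentration at half of the fitted maximal effect; plate controls were peptide without protein for full effect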
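Compounds were incubated for 12 min at room temperature with a complex of 100 nM fluorescein-tagged pBACH1 decapeptide and 250 nM His-tagged BRCT protein. Buffer was phosphate pH 7.3 with EDTA, DTT and Tween 20. Disruption of binding lowers the polarization signal.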
Casp1 inh = caspase-1 (human) inhibition, allosteric or competitive; P29466; Caspase-1 enzyme, Ac-WEHD-AFC fluorogenic rate; Potency, µM (titrated, usually from 57.5 µM), inactives show at the highest dose activity change, negative = inhibition, most hits filed as inhibitors; 0.03% of 75,000 active; AID 900;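 further: potency means the concentration at half of the fitted maximal effect; plate controls were vehicle for no effect and no substrate for full effect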
Tau fil binding = binds recombinant human tau filaments; Potency, µM (series often up to 57.1 µM), for the others: at the highest dose activity change, negative = inhibition; recombinant tau filaments, thioflavin S fluorescence, 15 h; filaments grown with octadecylsulfate alongside compound; P10636; 2% of 71,000 active;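 further: potency means the concentration at half of the fitted maximal effect; on the % scale 0 is the no-effect control and ±100 the full control effect; actives lower thioflavin S fluorescence by blocking filaments or displacing dye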
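His-tagged recombinant human tau (exons 2, 3 and 10 included), 1 uM, was induced to fibrillize by 30 uM sodium octadecylsulfate with compound present. After 15 h at 37 C, thioflavine S fluorescence (ex 450, em 510 nm) was read.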
HEK293 cAMP cs = raises cAMP in parental HEK293 cells, TSHR agonist counter-screen; parental HEK293 CNG cAMP sensor, membrane potential fluorescence; Potency, µM (highest dose often 57.1 µM), inactives show at the highest dose activation, actives largely listed as activators; 2.5% of 73,000 active; AID 938; further: potency means the concentration at half of the fitted maximal effect; % of control where 0% means no effect; nearly all actives have a fitted effect of over 55% in size
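Parental HEK 293 cells stably expressing a cAMP-gated CNG channel were loaded with membrane potential dye containing 100 uM RO 20-1724 for 60 min. Compound added for 30 min; depolarization read as fluorescence intensity at 590 nm.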
Starred values were filed as active, the others as inactive; i = inactive; ? = inconclusive; . = not tested or not shown; [ ] = another dose, or the depositor's remark. Unless noted, the call rests on the fitted dose curve; in most records, active means well fitted curve in the direction sought with a large enough effect; inconclusive means small, poorly fitted or top-dose-only effect, or another doubt; inactive means no such curve, though single readings can be large; an effect the other way counts as inactive or inconclusive.

molecule	USP2a inhib	BRCT PPI red	ERK AVP block	Luciferase inh	CRE-bla Fsk	A350 fluor	Caspase-7 inhib	BRCT inh green	Casp1 inh	Tau fil binding	HEK293 cAMP cs
O=C(CCNc1n[nH]c(=O)[nH]c1=O)N1CCCCC1	-8%	0.8%	11%	-1%	-3%	i	0%	-0.7%	2%	-10%	0%
Cc1ccc(Cn2nc(C)c(NC(=O)c3noc4c3CCCCC4)c2C)cc1	22%	-0.4%	12%	-1%	-16%	i	-1%	0.3%	-2%	-6%	21%
CCCN1CC(CSC)C[C@H]2c3cccc4[nH]cc(c34)C[C@H]21 (stereo partly specified)	-7%	1.5%	-3%	.	.	.	-1%	-3.2%[3.08 µM]	3%	.	.
CC(C)C(C(=O)NC(C)(C)C)N1C(=O)c2ccccc2C1=O (stereo unspecified)	6%	-0.3%	-5%	-1%	3%	.	0%	-5.5%	-3%	-3%	12%
CCC(C)NC(=O)c1ccccc1NC(=O)C(C)N(c1ccccc1)S(C)(=O)=O (stereo unspecified)	11%	-0.8%	-4%	1%	5%	i	1%	-2.0%	0%	-18%	13%
c1cncc(CNc2ccnc(-c3ccc4c(c3)OCO4)n2)c1	24%	-0.7%	?	-16%[2.29 µM]	-27%	1.5e-08M*	-3%	1.5%	-2%	-12%	26%
CCN(CC)c1ccc(CN(C(=O)c2ccco2)C2CCS(=O)(=O)C2)cc1 (stereo unspecified)	5%	0.3%	?	0%	-1%	i	-1%	-4.6%	2%	-4%	21%
COc1cc2c(cc1OC)C(C(=O)N1CCCCC1)C(c1ccccc1F)N(C)C2=O (stereo unspecified)	2%	-0.3%	-5%	2%	5%	i	0%	1.5%	0%	6%	?
CCOC(=O)C1CCN(C(=O)COc2cc(C)c(Br)cc2C)CC1	5%	1.0%	-33%	-2%	1%	i	-2%	0.2%	0%	-10%	?
O=C(CCCOc1ccc(Cl)cc1)N1CCCCC1	6%	1.6%	-4%	-1%	9%	.	-2%	1.6%	0%	-1%	20%
CC1(C)Cc2nc(N)c(=O)sc2C1	-9%	-2.1%	0%	3%	-4%	i	-1%	-1.7%	-1%	2%	-6%
C=CCn1c(SCc2c(C)noc2C)nc2cc(C(=O)O)ccc2c1=O	-11%	-1.6%	2%	4%	?	?	-1%	12%	-2%	-10%	0%
COC(=O)C1=C(C)NC(C)=C(C(=O)OC(C)C)[C@H]1c1cccc2nonc12	3%[17.1 µM]	-0.2%[34.4 µM]	2%[25.7 µM]	-1%[25.5 µM]	-3%[17.1 µM]	i	-2%[25.7 µM]	2.6%[34.4 µM]	-1%[25.7 µM]	-19%[25.6 µM]	-3%[25.6 µM]
O=C(Cc1cccs1)Nc1ccccc1C(=O)O	?	-2.4%	3%	0%	-6%	i	1%	0.2%	-2%	9%	13%
CCCc1nc2ccccc2c(=O)n1NC(=O)c1c(O)c2cccc3c2n(c1=O)CCC3	13%	-0.3%	5%	3%	10%	?	-1%	-0.8%	4%	5%	9%
COc1c(O[C@H]2O[C@@H](CO)[C@@H](O)[C@@H](O)[C@@H]2O)cc2c(c1OC)-c1ccc(SC)c(=O)cc1[C@H](NC(C)=O)CC2	-9%[17.1 µM]	0.4%[34.4 µM]	5%[25.7 µM]	6%[25.5 µM]	-4%[17.1 µM]	i	-1%[25.7 µM]	-4.2%[34.4 µM]	-2%[25.7 µM]	3%[25.6 µM]	-3%[25.6 µM]
O=C(CCn1nnc(-c2cccs2)n1)N1CCc2ccccc2C1	28%	0.8%	1%	6%	-6%	i	-3%	-1.8%	0%	-4%	?
COc1ccc(C(c2sc3nc(C)nn3c2O)N2CCc3ccccc3C2)cc1 (stereo unspecified)	.	-1.1%	.	2%	?	.	2%	-1.3%	-3%	4%	?
CC(C)Cn1c(=O)c(C(=O)Nc2ccncc2)c(O)c2ccccc21	13%	0.7%	-10%	1%	-1%	?	2%	-6.3%	-2%	17%	19%
CCSc1nc(N)c2c3c(sc2n1)CN(C)CC3	-1%	0.5%	-6%	1%	-3%	i	1%	1.0%	-1%	-8%	4%
FC(F)(F)c1ccc(C2[C@H]3CN(Cc4cccnc4)[C@H](c4ccccc4)C34CC2(c2cccnc2)C4)cc1 (stereo partly specified)	.	-0.6%	-6%	.	.	.	-4%	-1.5%	-1%	.	.
CCOc1ccc(-c2nnn(CC(=O)NCc3ccco3)n2)cc1	.	0.2%	-7%	1%	0%	i	2%	-1.4%	-1%	-2%	1%
CCc1nnc(NC(=O)CSc2nnc(COc3cccc(C)c3)o2)s1	10%	-0.1%	-3%	3%	-4%	i	-1%	-0.8%	-3%	-5%	-6%
N=c1n(CC(=O)O)c2ccccc2n1Cc1ccccc1Cl	8%	-0.5%	-16%	3%	1%	i	-1%	1.1%	-1%	12%	-8%
C=CCN(c1ccccc1)S(=O)(=O)c1ccc2c(c1)oc(=O)n2C	.	0.1%	5%	1%	-10%	.	0%	3.1%	-2%	-8%	0%
COc1ccccc1N1CCN(C(=O)c2cc3n(n2)C(C(F)(F)F)CC(c2ccco2)N3)CC1 (stereo unspecified)	.	-0.1%	-15%	-2%	-4%	i	1%	0.2%	-3%	-9%	-9%
O=C(CSc1nnc(-c2ccncc2)o1)Oc1ccccc1	0%	-1.2%	?	1%	13%	?	-3%	-1.5%	1%	-18%	14%
CC(C)(C)c1ccc(C(=O)CCCSC2=C(C#N)C(c3ccco3)C3=C(CCCC3=O)N2)cc1 (stereo unspecified)	38%[activator]	-0.3%	11%	-2%	22%	2.6e-08M*	-5%	2.2%	-9%	45%	-8%
Cc1cc(C(=O)O)cc(S(=O)(=O)N2CCOCC2)c1C	-5%	-2.4%	-9%	-1%	1%	i	-3%	0.1%	1%	2%	-2%
Cc1ccc(=O)n(C(C(=O)NCc2ccco2)C(=O)c2ccc(F)cc2)c1 (stereo unspecified)	7%	-1.4%	-16%	-1%	-10%	i	0%	-4.4%	-2%	10%	13%
CC(C)C(c1nnnn1Cc1cccs1)N1CCN(C2CCCC2)CC1 (stereo unspecified)	.	-1.0%	-8%	0%	-3%	i	1%	0.4%	1%	2%	?
CC1CCN(C(=O)CN2C(=O)C(=O)c3ccccc32)CC1	.	-1.2%	4%	-3%	3%	.	0%	-0.6%	2%	7%	-2%
CN(C)Cc1ccccc1-c1cncnc1NCc1cccnc1	-18%	0.4%	-9%	-2%[2.29 µM]	2%	i	0%	-2.6%	-1%	2%	9%
Cc1cc(C)n(C2=NS(=O)(=O)c3ccccc32)n1	0%	-0.1%	16%	1%	-1%	i	-2%	-1.4%	2%	0%	-2%
O[C@]1(c2ccccc2)c2ccccc2NC2=NCCN21	.	1.1%[15.4 µM]	8%[11.5 µM]	4%[11.4 µM]	4%[7.6 µM]	i	1%[11.5 µM]	1.5%[15.4 µM]	0%[11.5 µM]	6%[11.4 µM]	2%[11.4 µM]
CCOC(=O)c1c(C)n(C(=O)c2ccco2)c(=O)n1C(=O)c1ccco1	.	-1.1%	-8%	3%	-1%	i	0%	-1.6%	-1%	-4%	?
O=C(CN1C(=O)CSc2ncccc21)N1CCOCC1	.	-2.4%	4%	-1%	-6%	.	-2%	0.6%	0%	1%	-3%
CNc1ccccc1C(C)(C)c1cc(-c2ccco2)n[nH]1	22%	-0.6%	-10%	-6%	20%	i	-27%	-0.4%	?	32µM*	25%
COCCn1c(=NC(=O)CSCC(=O)NC2CCCCC2)sc2cc(OC)ccc21	-10%	-0.8%	-18%	0%	-11%	?	-2%	-2.5%	3%	18%	?
CCN1C(=O)CC(C(=O)O)SC1=Nc1ccc(OC)cc1 (stereo unspecified)	-8%	-0.3%	15%	3%	-14%	?	8%	-2.1%	-1%	4%	-5%
CCn1c(SCC(=O)NCc2ccc(F)cc2)nc2c(c1=O)SC(C)C2 (stereo unspecified)	.	-2.8%	.	0%	11%	.	-2%	-0.7%	-1%	-12%	?
CCOC(=O)c1cnc(-n2nc(C)cc2C)nc1NC(C)c1ccccc1 (stereo unspecified)	6%	-1.0%	-11%	2%	16%	i	-1%	0.4%	-2%	48%	25µM*
Cc1ccc(CNC(=O)CCc2c(C)nc3ncnn3c2C)cc1	3%	-0.7%	-1%	1%	0%	i	1%	-1.9%	3%	16%	2%
CCC(=O)NC(Nc1cccc(C)n1)(C(F)(F)F)C(F)(F)F	3%	-0.9%	12%	1%	-11%	i	-2%	-1.6%	-1%	-20%	3%
COc1cc(/C=N/n2c(SC)nnc(C(C)(C)C)c2=O)ccc1O	3%	0.7%	-30%	2%	?	.	-7%	-1.8%	-5%	6%	-5%
C[C@]1(C(=O)NCCN2CCOCC2)C=C[C@@H](Cc2ccccc2)N1C(=O)c1ccccc1	.	0.8%	38%	.	-9%	.	-1%	-2.3%	0%	2%	31%

High-throughput results (PubChem)
